MmCpn inh = blocks the Methanococcus maripaludis chaperonin Mm-Cpn. purified Mm-Cpn ATPase, ADP Transcreener TR-FRET. Potency, µM (series often up to 76.9 µM), for inactives: at the top dose activity, negative = inhibition, hits mostly inhibitors. 0.031% of 330,000 active; also: potency is read from the fitted curve at half-maximal effect; % is scaled to controls: 0 for no effect and ±100 for the full control effect; nearly all actives have a fitted effect of over 80% in size
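Compound-treated chaperonin, 25 nM final, turns over 10 uM ATP at 37°C for 30 min following a 10 min preincubation; ADP generated competes with ADP-d2 for Eu-cryptate antibody, lowering FRET.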
Nrf2 ARE act = activators of Nrf2 (ARE) signaling; AREc32 ARE-luciferase reporter (MCF7-derived line), luminescence, 24 h; Potency, µM (highest dose often 46.1 µM), for the others: top-dose activation, actives largely listed as activators; 0.31% of 410,000 active; also: potency is read from the fitted curve at half-maximal effect; % of control where 0% means no effect; nearly all actives have a fitted effect of over 65% in size
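Cells of the AREc32 ARE-luciferase line are plated in OPTI-MEM containing 5% FBS and left overnight at 37 deg C. Compounds are pinned in, incubation continues 24 hr, and firefly luciferase signal is then measured.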
CCT modulator = cytosolic chaperonin activity modulation. 0.3% of 360,000 active. activity change, % (no concentration beside the values), hits read low. AID 651819. purified chaperonin ATPase assay, HTRF ADP detection, 30 min; in the data active = activity change below about -30%; also: % is scaled to controls: 0 for no effect and ±100 for the full control effect
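Enzyme 40 or 20 nM (batch-dependent) in Tris pH 7.4/KCl/MgCl2/DTT; cpd 76 uM single point; ATP 10 uM; 30 min 37 °C; Transcreener ADP HTRF detection, 30 min RT; ratio 665/615.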
Nrf2 block = Nrf2 pathway inhibition | AID 504444 | A549 ARE-Fluc reporter, luciferase luminescence, 18-24 h | Potency, µM (highest dose often 46 µM), without a hit: top-dose activity change, negative = inhibition, usual class: inhibitors | 2.1% of 360,000 active; also: potency is read from the fitted curve at half-maximal effect; % is scaled to controls: 0 for no effect and ±100 for the full control effect; nearly all actives have a fitted effect of over 60% in size
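Cells were seeded and rested 2 h, then exposed to compounds for 18-24 h. CellTiter-Fluor was read first as a viability measure. BugLite was added 15 min before the final luminescent read of ARE-luciferase activity in A549 cells.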
TGFb SMAD3 inh = inhibitors of TGF-b signaling; 1.2% of 410,000 active; Potency, µM (series often up to 46.1 µM), without a hit: at the highest dose activity, negative = inhibition, usual class: inhibitors; HepG2 CAGA-GFP TGF-b/SMAD3 reporter, GFP fluorescence, 18 h; TGF-beta stimulated, 500 pg/mL final; also: potency is read from the fitted curve at half-maximal effect; % is scaled to controls: 0 for no effect and ±100 for the full control effect; nearly all actives have a fitted effect of over 65% in size
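HEPG2 CAGA-GFP cells (1000/well, DMEM with 1% FBS) were pre-incubated 2 h at 37 degrees C, given compound by pin tool, then stimulated with TGF-beta at 500 pg/mL final for 18 h before per-cell GFP fluorescence imaging.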
Akt phos inh = inhibitors of Akt phosphorylation. Neuro2A IGF-stimulated pAkt S473 HTRF, 20 min; hits give low values. activity change, % for hits at 50 µM. 0.32% of 360,000 active. AID 651550; in the data active = activity change below about -80%; inconclusive = mostly about -51% to -80%; also: % is scaled to controls: 0 for no effect and ±100 for the full control effect
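Single-point screen (50 µM final compound) in Neuro2A cells stimulated 20 min with 6 nM IGF at 37 deg C. After lysis, Ser473-phosphorylated Akt read by HTRF (ex 330 nm, em 615/665 nm) as the 665/615 ratio.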
A549 tox = kills or reduces viability of A549 cells in Nrf2 counter-screen. A549 ARE-Fluc cells, CellTiter-Fluor viability, 18-24 h. Potency, µM (highest dose often 46 µM), without a hit: top-dose activity change, negative = cytotoxicity, hits mostly inhibitors. 0.16% of 390,000 active. AID 504648; also: potency is read from the fitted curve at half-maximal effect; % is scaled to controls: 0 for no effect and ±100 for the full control effect
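Cytotoxicity counterscreen: CellTiter-Fluor fluorescence was measured in A549 ARE_Fluc cells after 18-24 h of compound exposure in a concentration series. The subsequent BugLite luminescent read reports ARE-luciferase activity.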
EPAC2 ag = activates human EPAC2 exchange factor | AID 720711 | Q8WZA2 | Potency, µM (top dose mostly 154 µM), inactives show top-dose activation, hits mostly activators | 0.079% of 360,000 active | EPAC2 activation, biochemical qHTS; response scale: 100% = 6.5 mM cAMP response; also: potency is read from the fitted curve at half-maximal effect; nearly all actives have a fitted effect of over 50% in size
Target sequence (Q8WZA2 whole entry, looked up): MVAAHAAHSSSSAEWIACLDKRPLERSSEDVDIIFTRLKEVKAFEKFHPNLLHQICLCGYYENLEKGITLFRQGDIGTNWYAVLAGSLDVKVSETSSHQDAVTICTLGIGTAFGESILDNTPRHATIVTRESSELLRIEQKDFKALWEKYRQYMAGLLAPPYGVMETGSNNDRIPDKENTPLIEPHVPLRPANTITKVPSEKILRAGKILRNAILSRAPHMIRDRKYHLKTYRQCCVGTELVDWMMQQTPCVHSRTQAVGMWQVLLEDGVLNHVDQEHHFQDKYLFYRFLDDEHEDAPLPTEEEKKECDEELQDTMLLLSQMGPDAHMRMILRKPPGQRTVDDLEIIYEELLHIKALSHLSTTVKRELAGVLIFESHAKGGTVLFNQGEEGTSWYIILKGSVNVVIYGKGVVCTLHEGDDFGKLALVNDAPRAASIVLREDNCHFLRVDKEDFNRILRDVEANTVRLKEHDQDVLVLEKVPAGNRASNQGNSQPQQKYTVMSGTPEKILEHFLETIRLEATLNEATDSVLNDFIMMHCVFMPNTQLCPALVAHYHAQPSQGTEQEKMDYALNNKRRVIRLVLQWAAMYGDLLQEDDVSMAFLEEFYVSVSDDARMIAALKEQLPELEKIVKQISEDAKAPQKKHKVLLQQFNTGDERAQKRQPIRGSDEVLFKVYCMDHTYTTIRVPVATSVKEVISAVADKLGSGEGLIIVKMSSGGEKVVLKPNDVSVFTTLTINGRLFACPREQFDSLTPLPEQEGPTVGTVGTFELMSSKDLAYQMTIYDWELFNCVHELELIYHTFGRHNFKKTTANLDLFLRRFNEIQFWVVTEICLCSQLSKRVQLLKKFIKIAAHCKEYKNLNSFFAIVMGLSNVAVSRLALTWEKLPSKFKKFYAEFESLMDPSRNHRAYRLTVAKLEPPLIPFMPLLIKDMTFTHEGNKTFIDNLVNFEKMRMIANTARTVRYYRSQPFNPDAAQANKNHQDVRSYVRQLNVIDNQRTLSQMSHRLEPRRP
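Each well held 100 nM EPAC2, 250 nM RAP1B-BODIPY-GDP and 50 uM GDP. Fluorescence, read at 5-min intervals to 30 min, was referenced to a 6.5 mM cAMP positive control.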
EPAC2 antagonist = EPAC2 (human) antagonism | Q8WZA2 | 0.18% of 360,000 active | EPAC2 GEF exchange of Rap1B-BODIPY-GDP, fluorescence | Potency, µM (series often up to 114 µM), for the others: at the top dose activity, negative = inhibition, usual class: inhibitors | AID 720708; also: potency is read from the fitted curve at half-maximal effect; % is scaled to controls: 0 for no effect and ±100 for the full control effect; nearly all actives have a fitted effect of over 45% in size; many of its hits are not listed in these tables
An asterisk follows results filed as active; i = inactive; ? = inconclusive; . = not tested or not shown; & = joins results of further samples; [ ] = dose if it differs, or a comment. Unless noted, calls follow the shape of the dose curve; as a rule, active = well fitted curve in the direction sought with a large enough effect; inconclusive = small, poorly fitted or top-dose-only effect, or another doubt; inactive = no such curve, though single readings can be large; an effect the other way counts as inactive or inconclusive. Only part of the results is shown. The share of hits here may be higher or lower than overall.

[1] COc1ccc(-n2c(C)c(C(=O)O)c3cc(OC)c4ccccc4c32)cc1
[2] CCCCn1nnnc1C(c1ccccc1)N1CCN(CC)CC1 (stereo not given)
[3] COCCNC(=O)C1(C)CCN(C(=O)c2ccc3c(c2)C(C)(C)CCC3(C)C)C1 (stereo not given)
[4] CC(C)C[C@@H](CN)NC(=O)c1nc[nH]c1C(=O)N[C@@H](CC(=O)O)C(=O)CNC[C@H](C)NC(=O)c1nc[nH]c1C(=O)N[C@@H](CC(=O)O)C(=O)O
[5] CN(Cc1nccn1C)C(=O)CC1C(=O)NCCN1Cc1ccccc1C(F)(F)F (stereo not given)
[6] COc1cc(C=O)ccc1OCC(=O)Nc1ccccc1N1CCOCC1

screen / no.,1,2,3,4,5,6
CCT modulator,-0.3,-1.6,0.4,-2.8,0.5,-1.3
TGFb SMAD3 inh,10%,.,-20%,4%,3%,-6%
Nrf2 ARE act,-0.3%,-0.2%,-0.6%,-0.1%,0.2%,-0.1%
Akt phos inh,i,i,i,i,i,i
A549 tox,1%,.,.,10%,0%,1%
EPAC2 ag,-12%,5%,5%,2%,2%,-4%
Nrf2 block,?,.,.,28%,-4%,12%
MmCpn inh,2%,.,.,.,3%,0%
EPAC2 antagonist,-16%,6%,-5%,15%,-6%,0%

[7] Cc1ccc(CNC(=O)Cn2nnc(C(=O)Nc3cccc(C)c3C)c2N)cc1
[8] Cc1cc(C)cc(NC(=O)CCc2nc3ccccc3[nH]2)c1
[9] CCc1cccc(CC)c1NC(=O)CN(C)S(=O)(=O)c1ccc2c(c1)n(C)c(=O)c(=O)n2C
[10] CCN(CC)CCCNC(=O)c1c(C)oc2ncnc(N3CCOCC3)c12
[11] CCNc1nc(NCC)nc(N/N=C/c2ccc(N(C)C)cc2)n1
[12] CCCCC#Cc1ccc(C(=O)NNC(=O)Nc2ccccc2)o1

screen / no.,7,8,9,10,11,12
CCT modulator,1.0,1.6,.,.,-1.0,-0.6
TGFb SMAD3 inh,-1%,-3%,-13%,-3%,-1%,0%
Nrf2 ARE act,-0.8%,0.3%,-0.2%,0.1%,0.0%,-1.0%
Akt phos inh,i,i,.,.,i,i
A549 tox,-2%,-4%,11%,-1%,3%,6%
EPAC2 ag,-5%,1%,.,.,6%,7%
Nrf2 block,3%,-12%,5%,?,-11%,-4%
MmCpn inh,-5%,0%,.,.,-1%,2%
EPAC2 antagonist,4%,-2%,.,.,-12%,15%

[13] N#Cc1ccsc1NC(=O)COC(=O)c1cc(Br)ccc1O
[14] COc1ccc(Cl)c(Cn2c(NCCCO)nc3c2c(=O)n(C)c(=O)n3C)c1
[15] C=CCOc1ccc(Br)cc1CNCCO
[16] CCOc1ccc(CCNC(=O)CSc2cc(=O)n(C)c3ccc(Cl)cc23)cc1OCC
[17] O=C(NCc1ccccn1)c1ccc(Cl)c(S(=O)(=O)NCc2ccccc2)c1
[18] CCOC(=O)c1ccc(NS(=O)(=O)c2ccc3oc(=O)[nH]c3c2)cc1

screen / no.,13,14,15,16,17,18
CCT modulator,1.2,1.0,1.2,1.2,0.8,-0.9
TGFb SMAD3 inh,3%,6%,-11%,2%&-2%,-30%,0%
Nrf2 ARE act,?,0.4%,0.2%,0.0%&0.0%,-0.7%,3.7%
Akt phos inh,i,i,i,i,i,i
A549 tox,-5%,-8%,1%,2%&-1%,1%,0%
EPAC2 ag,-1%,14%,-2%,-8%,8%,0%
Nrf2 block,?,-28%,1%,-6%&-17%,3%,-28%
MmCpn inh,?,-1%,0%,-1%,-8%,2%
EPAC2 antagonist,8%,-3%,1%,43%[activator],10%,20%

Next section; it opens with the three that closed the last part.
[16] CCOc1ccc(CCNC(=O)CSc2cc(=O)n(C)c3ccc(Cl)cc23)cc1OCC
[17] O=C(NCc1ccccn1)c1ccc(Cl)c(S(=O)(=O)NCc2ccccc2)c1
[18] CCOC(=O)c1ccc(NS(=O)(=O)c2ccc3oc(=O)[nH]c3c2)cc1
[19] Cc1[nH]n(-c2ccc([N+](=O)[O-])cc2)c(=O)c1C=NCCN1CCN(C(=O)c2cccc(F)c2)CC1
[20] c1ccc(CCNc2ccc3ncc(-c4cccc5ccccc45)n3n2)nc1
[21] CCc1ccc2nc(-c3cccc(C)c3)nc(SCC(=O)NCC3CCCO3)c2c1 (stereo not given)
[22] C#CCOCCOCCOCCNc1nc(N2CCN(C(=O)Cn3cc(CC(C)O)nn3)CC2)nc(N2CCN(C(=O)[C@H](CCCCN)n3cc(CCC(=O)O)nn3)CC2)n1 (stereo not given in full)
[23] O=C(NCc1cn2ccsc2n1)c1cccc(C(F)(F)F)c1
[24] CCS(=O)(=O)Nc1c(C)n(C)n(-c2ccccc2)c1=O

screen / no.,16,17,18,19,20,21,22,23,24
CCT modulator,1.2,0.8,-0.9,-0.8,0.6,-2.7,-1.1,-5.5,-3.6
TGFb SMAD3 inh,2%&-2%,-30%,0%,11%,?,11%,?,?,3%
Nrf2 ARE act,0.0%&0.0%,-0.7%,3.7%,0.2%,2.0%,0.5%,-0.7%,3.3%,-0.7%
Akt phos inh,i,i,i,i,i,i,i,i,i
A549 tox,2%&-1%,1%,0%,-5%,.,-7%,-7%,-1%,-2%
EPAC2 ag,-8%,8%,0%,11%,2%,-7%,-7%,0%,4%
Nrf2 block,-6%&-17%,3%,-28%,-5%,.,1%,19%,-1%,2%
MmCpn inh,-1%,-8%,2%,0%,.,3%,1%,1%,-4%
EPAC2 antagonist,43%[activator],10%,20%,-3%,-9%,5%,23%,5%,6%

[25] CCOC(=O)c1[nH]c(C)c(C(=O)NC2CCCCCC2)c1C
[26] Cc1ccc(N(CC(=O)Nc2ccc(S(=O)(=O)N3CCOCC3)cc2)S(C)(=O)=O)cc1C
[27] COc1cccc(CN(C)CC(=O)Nc2cccc(C(F)(F)F)c2)c1OC
[28] CCOC(=O)CSc1nnc(CSc2nc3ccccc3c(=O)[nH]2)n1-c1ccccc1
[29] COc1ccc(C(=O)N2CCCC(c3cc(C(=O)Nc4ccccc4)no3)C2)cc1 (stereo not given)
[30] CNC(=O)CSc1nnc(-c2ccccc2F)n1CCc1ccccc1

screen / no.,25,26,27,28,29,30
CCT modulator,2.6,-14,-2.9,1.9,1.3,-0.2
TGFb SMAD3 inh,10%,-4%,-29%,-3%,-7%,0%
Nrf2 ARE act,0.0%,-0.3%,-0.1%,-1.2%,3.9%,0.3%
Akt phos inh,i,i,i,i,i,i
A549 tox,8%,16%,-3%,14%,.,-6%
EPAC2 ag,5%,1%,-3%,13%,4%,5%
Nrf2 block,?,14%,?,-17%,.,8%
MmCpn inh,1%,1%,1%,-3%,.,-1%
EPAC2 antagonist,20%,-10%,?,-10%,-18%,-1%

[31] Cc1noc(C)c1CSCc1ccc(Cl)cc1
[32] O=C(c1ccccc1)N1CCCC(c2nc3c(nnn3Cc3ccc(F)cc3F)c(=O)[nH]2)C1 (stereo not given)
[33] CC(C)c1ccc(C(N)=S)cc1
[34] COc1ccc(CNC(=O)COC(=O)/C=C/c2ccc(S(=O)(=O)N3CCOCC3)cc2)cc1
[35] COc1ccccc1NC(=O)Nc1nnc(C(C)c2ccccc2)s1 (stereo not given)
[36] Cc1ccc(NC(=O)C2CCN(S(=O)(=O)c3ccc4c(c3)OCCO4)CC2)c(O)c1

screen / no.,31,32,33,34,35,36
CCT modulator,1.5,.,1.7,-0.4,-1.3,-10
TGFb SMAD3 inh,4%,-16%,-7%,-1%,?,-3%
Nrf2 ARE act,-0.8%,0.6%,-0.2%,3.3%,2.9%,5.3%
Akt phos inh,i,.,i,i,i,i
A549 tox,-5%,-19%,0%,-7%,3%,-1%
EPAC2 ag,0%,.,5%,12%,22%,3%
Nrf2 block,-1%,-6%,2%,-3%,?,-7%
MmCpn inh,0%,.,-1%,1%,0%,-1%
EPAC2 antagonist,-21%,.,-6%,-4%,-6%,-5%

[37] CC(C)(S)[C@@H](N)C(=O)O
[38] CN(CCc1ccccc1)C(=O)c1ccc(NC(=O)Cc2ccc(NC(=O)C3CCCN(C(=O)c4ccccc4)C3)cc2)cc1 (stereo not given)
[39] CCN(CC)c1ccc(NC(=O)CNCc2ccccc2Cl)c(C)c1
[40] COC(=O)c1ccc2c(c1)C(C)(C)C(/C=C/c1ccccc1O)=[N+]2C
[41] COc1cc(C(=O)NCC(C)(C)CNC(=O)c2cc(OC)c(OC)c(OC)c2)cc(OC)c1OC
[42] CCN(C(=O)c1cccc(NC(=O)c2ccccc2)c1)C1CCCCC1
[43] COc1ccc(CCN2C(=O)C3C4CC(C5C(C(=O)O)=NOC45)C3C2=O)cc1OC (stereo not given)
[44] CCc1nnc(NC(=O)c2ccc3ccccc3n2)s1

screen / no.,37,38,39,40,41,42,43,44
CCT modulator,0.9,-4.8,-1.0,-3.2,-0.2,-2.5,-0.5,0.0
TGFb SMAD3 inh,-15%,0%,0%,?,5%,8%,11%,?
Nrf2 ARE act,-1.2%,5.5%,0.0%,?,0.3%,0.4%,2.3%,15%
Akt phos inh,i,i,i,i,i,i,i,i
A549 tox,0%,-5%,-3%,?,12%,1%,1%,-7%
EPAC2 ag,2%,3%,4%,11%,5%,-5%,7%,1%
Nrf2 block,1%,?,?,.,-9%,-17%,-3%,?
MmCpn inh,-2%[15.4 µM],.,0%,-2%,0%,-2%,-2%,-1%
EPAC2 antagonist,-13%,-2%,-13%,11%,-11%,-8%,-3%,2%

Screening results deposited in PubChem BioAssay by National Center for Advancing Translational Sciences (NCATS).
